# Screening results from PubChem.
# Mito fusion act = mitochondrial division inhibition or fusion activation. 320,000 compounds, 0.23% hits. S. cerevisiae fusion-defective mutant growth rescue, CellTiterGlo 48 h. Potency, µM (titrated, usually from 46.1 µM), without a hit: at the top dose growth rescue (activation), usual class: activators. AID 485298;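 note: potency is the fitted concentration of half-maximal effect; % of control where 0% means no effect; nearly all actives have a fitted effect of over 45% in size; temperature-sensitive fusion mutants such as fzo1-1 at 37 °C on non-fermentable ethanol glycerol medium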
#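 Read-out: ATP-based luminescence (CellTiterGlo, 10 min ambient) reporting growth of fusion-defective ts yeast after 48 hours at 37C on glycerol/ethanol YPEG medium in the presence of compound.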
# PTAP TSG101 blk = blocks PTAP/TSG101 interaction to inhibit HIV-1 budding. Potency, µM (doses to about 115 µM), inactives show at the highest dose activity change, negative = inhibition, hits mostly inhibitors. AID 493005. Fluorescence polarization, FITC-PTAP peptide / Tsg101 binding. 340,000 tested, under 10 active. Q99816; active = well fitted inhibition curve with a large enough effect in the main read-out, with a control signal flat, not every such curve was filed as active; inconclusive = small, poorly fitted or top-dose-only effect, or effect the other way, or a change in a side signal; inactive = no such curve, though single readings can be large or run the other way; note: potency is the fitted concentration of half-maximal effect; % of control where 0% means no effect
# Target sequence (Q99816 whole entry, looked up): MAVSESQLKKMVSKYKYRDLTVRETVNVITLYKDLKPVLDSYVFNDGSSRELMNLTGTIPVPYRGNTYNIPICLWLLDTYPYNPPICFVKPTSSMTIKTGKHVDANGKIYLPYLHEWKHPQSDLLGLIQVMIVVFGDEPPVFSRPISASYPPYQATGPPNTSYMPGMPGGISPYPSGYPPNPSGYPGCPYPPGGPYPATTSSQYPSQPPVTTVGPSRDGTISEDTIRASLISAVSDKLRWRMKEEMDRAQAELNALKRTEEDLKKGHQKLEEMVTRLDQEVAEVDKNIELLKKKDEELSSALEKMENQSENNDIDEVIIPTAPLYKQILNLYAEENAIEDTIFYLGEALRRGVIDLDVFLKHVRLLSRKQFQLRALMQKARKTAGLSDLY
#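 Tsg101 binding domain (10 uM final) was mixed with compound and a FITC-labeled PTAP peptide (50 nM final) in HEPES pH 7.5 buffer with NaCl, Tween 20, EDTA and TCEP; fluorescence polarization was read after 20 min at r.t.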
# BCR signal inh = chronic active BCR signaling inhibition; Potency, µM (series often up to 46.1 µM), for inactives: at the top dose ratio change, negative = lower green/red ratio, actives largely listed as inhibitors; ABC-DLBCL IkBa-CBG/CBR reporter, luminescence ratio, 4 h; 340,000 compounds, 0.05% hits; AID 493014; active = well fitted inhibition curve with a large enough effect in the signal ratio, with a control signal flat, not every such curve was filed as active; inconclusive = small, poorly fitted or top-dose-only effect, or effect the other way, or a change in a side signal; the % refers to the signal ratio;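 note: potency is the fitted concentration of half-maximal effect; plate controls were basal doxycycline-induced cells for no effect and cells given 10 µM MG132 for full effect; MG132 reads +100%, hits lower the ratio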
#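 Concentration-response series (up to 46 uM) were applied to TMD8 dual-reporter cells for 4 h at 37C with doxycycline. Green/red ratio, after filter-overlap correction, defined %Activity; red signal alone was normalised to basal cells and zero luminescence.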
# ELG1 DNA repair = inhibitors of ELG1-dependent DNA repair in HEK293T cells; HEK293T ELG1-luciferase reporter, luminescence, 16 h; DNA damage induced by 5-fluorouridine; Potency, µM (titrated, usually from 46.1 µM), inactives show at the top dose activity change, negative = inhibition, usual class: inhibitors; 330,000 compounds, 2.3% hits; note: potency is the fitted concentration of half-maximal effect; % is set by controls: 0 for no effect and ±100 for the full control effect; nearly all actives have a fitted effect of over 55% in size
#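 HEK293T cells expressing luciferase-tagged ELG1 (2,000/well) received 5-Fluorouridine plus compound or DMSO for 16 hr at 37 °C. Luciferase was read by ONE-Glo luminescence after 30 min at room temperature.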
# Eya2 phos inh = blocks the phosphatase activity of human Eya2; O00167; recombinant Eya2, OMFP fluorescence dephosphorylation (OMFP is methylfluorescein phosphate); Potency, µM (doses to about 76.9 µM), for inactives: at the highest dose activity, negative = inhibition, usual class: inhibitors; 330,000 compounds, 0.006% hits; AID 488837; note: potency is the fitted concentration of half-maximal effect; % is set by controls: 0 for no effect and ±100 for the full control effect
# Target sequence (O00167 whole entry, looked up): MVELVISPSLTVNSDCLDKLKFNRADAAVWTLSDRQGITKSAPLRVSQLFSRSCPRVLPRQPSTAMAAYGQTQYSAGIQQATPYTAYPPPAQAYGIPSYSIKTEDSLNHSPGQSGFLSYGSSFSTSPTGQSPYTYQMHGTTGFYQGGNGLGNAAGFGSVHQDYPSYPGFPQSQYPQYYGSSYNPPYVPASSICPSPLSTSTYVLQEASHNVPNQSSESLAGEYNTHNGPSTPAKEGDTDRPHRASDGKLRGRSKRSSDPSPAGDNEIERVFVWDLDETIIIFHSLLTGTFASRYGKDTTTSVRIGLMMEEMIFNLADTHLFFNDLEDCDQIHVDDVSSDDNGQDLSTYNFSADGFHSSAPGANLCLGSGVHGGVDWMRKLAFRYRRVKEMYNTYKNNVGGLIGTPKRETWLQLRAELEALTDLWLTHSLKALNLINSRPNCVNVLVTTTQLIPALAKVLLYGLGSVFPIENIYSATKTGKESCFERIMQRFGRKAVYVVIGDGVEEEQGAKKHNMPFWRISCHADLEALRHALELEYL
#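 Eya2 (0.2 uM) preincubated 10 min at ambient with compound, then OMFP substrate added at 50 uM; 10 min reaction in 50 mM HEPES pH 7.5, 50 mM NaCl, 5 uM MgCl2, 0.05% BSA, 1 mM DTT. Fluorescence read at Ex 485/Em 525 nm.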
# Tb PFK inh = T. brucei PFK enzyme inhibition | AID 485367 | T. brucei PFK, ADP-Glo luminescence | Potency, µM (series often up to 57.5 µM), for the others: top-dose activity, negative = inhibition, most hits filed as inhibitors | O15648 | 330,000 compounds, 0.17% hits;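 note: potency is the fitted concentration of half-maximal effect; 0% = uninhibited 1x PFK enzyme wells and -100% = no-enzyme wells; nearly all actives have a fitted effect of over 60% in size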
#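 Compounds were pin-transferred as a titration series up to 57 uM into substrate buffer (0.5 mM F6P, 0.1 mM ATP, pH 8.0), then 1.25 nM PFK was added and reactions ran 45 min before ADP-Glo detection.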
# TSHR antag = blocks TSH signaling through the human TSH receptor | P16473 | TSHR-expressing cells, TSH-stimulated cAMP HTRF, 2 h; active compounds read low | activity change, negative = inhibition, % at 11.5 µM | 330,000 compounds, 0.2% hits | AID 504810;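 active = activity change below a set negative limit, meaning inhibition stronger than a set level, cut at about -70% in these data; inconclusive = activity change between two set negative limits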; note: % is set by controls: 0 for no effect and ±100 for the full control effect
#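 Read-out is FRET at 665 nm (cryptate excitation 337 nm) from a cryptate-tagged anti-cAMP antibody, competed by cell cAMP against cAMP-d2. Compounds are tested on freshly harvested TSHR cells challenged with 4nM TSH (EC80) for 2 hours at 37 deg C.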
# TCR act = T cell receptor activation. primary human leukocytes, anti-CD3, IL-2 HTRF, 48 h. Potency, µM (doses to about 9.22 µM), for inactives: top-dose activation of IL-2 secretion, hits mostly activators. 330,000 tested, under 10 active. AID 504894; note: % of control where 0% means no effect
#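 Compounds are tested in HTS on primary human leukocytes co-incubated with a-CD3 beads for 48 hr. IL-2 output is measured by time-resolved FRET.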
# B2AR arrestin = agonists driving beta-arrestin recruitment to human beta2-adrenergic receptor; P07550; beta-arrestin recruitment to beta2AR, cell-based reporter; Potency, µM (series often up to 46.1 µM), for the others: at the top dose activation, actives largely listed as activators; 330,000 compounds, 0.02% hits; AID 492947;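 note: potency is the fitted concentration of half-maximal effect; 0% = DMSO controls and full agonism = EC100 isoproterenol or metaproterenol; nearly all actives have a fitted effect of over 65% in size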
# USP2a block = USP2a (human) protease inhibition. O75604. USP2 core, Ub-CHOP2 coupled fluorogenic reporter, 485/531. Potency, µM (doses to about 38.3 µM), without a hit: top-dose activity change, negative = inhibition, usual class: inhibitors. 330,000 compounds, 0.01% hits;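 note: potency is the fitted concentration of half-maximal effect; plate controls were DMSO wells for no effect and full inhibition by NEM control for full effect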
#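 USP2 core (10nM final) preincubated 30min RT with compound in 20mM Tris-HCl pH 8.0, 2mM CaCl2, 2mM beta-mercaptoethanol, 0.05% CHAPS; 25nM Ub-CHOP2 plus 25nM reporter substrate added, fluorescence (Ex485/Em531) read after 60min.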
# uPA surface inh = blocks generation of uPA at the cell surface; cell surface uPA generation assay, qHTS; 330,000 compounds, 0.31% hits; AID 540303; Potency, µM (top dose mostly 38.3 µM), for the others: at the highest dose activity change, negative = inhibition, most hits filed as inhibitors; active = well fitted inhibition curve with a large enough effect; inconclusive = small, poorly fitted or top-dose-only effect; inactive = no such curve, though single readings can be large or run the other way; tested in mouse RAW 264.7 cells; note: potency is the fitted concentration of half-maximal effect; % is set by controls: 0 for no effect and ±100 for the full control effect; nearly all actives have a fitted effect of over 55% in size
# The depositor's hits bear a star; ? = inconclusive; . = not tested or not shown; [ ] = dose if it differs, or a comment. Unless noted, calls come from the whole dose curve; as a rule, active = well fitted curve in the direction sought with a large enough effect; inconclusive = small, poorly fitted or top-dose-only effect, or another doubt; inactive = no such curve, though single readings can be large; an effect the other way counts as inactive or inconclusive.
molecule,Mito fusion act,PTAP TSG101 blk,BCR signal inh,ELG1 DNA repair,Eya2 phos inh,Tb PFK inh,TSHR antag,TCR act,B2AR arrestin,USP2a block,uPA surface inh
N#Cc1ccc(C(=O)CN2CCN(c3ccccc3)CC2)cc1,-7%,-1%,2%,0%,15%,1%,21,1%,-0.2%,0%,-2%
Cc1ccc(S(=O)(=O)Cc2ccc(C(=O)N3CCC(C)CC3)cc2)cc1,1%,0%,1%,-15%,-5%,-3%,-6,-9%,0.0%,0%,-2%
CC(C)C(=O)NC(=S)Nc1ccccc1N1CCN(C(=O)c2ccc(Cl)cc2)CC1,-2%,1%,-5%,?,-11%,-7%,-30,-6%,-0.4%,-1%,-1%
CCCn1c(C)cs/c1=N\C(=S)Nc1ccccc1,-2%,-1%,2%,4%,2%,1%,-8,-9%[46.1 µM],-0.2%,1%,4%
Cc1[nH]c2ccccc2c1C(=O)Cn1c(=O)oc2ccccc21,5%,-4%,-23%,-1%,-12%,0%,-15,-5%,0.5%,-2%,.
Cc1ccc(CN2CC(C(=O)NCCC3=CCCCC3)CC2=O)cc1 (configuration not stated),-3%,-1%,8%,6%,-7%,1%,5,-5%,0.1%,1%,-3%
O=C(COC(=O)c1ccccc1)NC1CCCCCC1,.,-3%,?,14%,-3%,0%,16,1%,0.1%,0%,-2%
O=C(c1cc(F)c(F)c(F)c1F)N1CCN(C(=O)C2CCCO2)CC1 (configuration not stated),.,-3%,1%,13%,4%,-2%,9,0%,0.4%,1%,-5%
Cc1ccc(NC(=O)CN2C(=O)S/C(=C/c3ccc(-c4cc(C(=O)O)ccc4C)o3)C2=O)cc1C,-1%,?,?,-15%,-22%,?,-15,0%,0.0%,0%,.
O=C(CCS(=O)(=O)c1ccccc1)N(CCCN1CCOCC1)c1nc2ccc(F)cc2s1,-2%,0%,?,?,20%,6%,-7,0%,10%,-2%,?
CC(/C=N/n1c(-c2n[nH]c3c2CCC3)n[nH]c1=S)=C\c1ccco1,9%,-1%,?,-5%,-22%,-29%,-8,0%,-0.7%,1%,2%
C=CCNc1nc(N)c(C(=O)Nc2cc(C)on2)s1,-5%,-1%,-3%,?,-25%,-4%,-5,2%,0.0%,-1%,-29%
COc1ccc(S(=O)(=O)Nc2cccc(-c3ccc(N4CCCCCC4)nn3)c2)c(OC)c1,2%,-8%,?,?,1%,0%,1,-2%,-0.6%,0%,-27%
CCOC(=O)c1cccc(NC(=O)C2CCN(S(=O)(=O)c3cccs3)CC2)c1,13%,0%,-6%,0%,8%,-2%,0,2%,0.1%,0%,.
CCOC(=O)NNC(=O)C12CC3CC(CC(C3)C1)C2,4%,0%,?,5%,-22%,0%,-6,2%,0.1%,3%,1%
O=C(N/N=C/c1c[nH]c2ccccc12)c1ccccc1,1%,-3%,?,?,18%,-4%,1,11%,-0.2%,0%,?
Cc1ccc(C)c(OCC(=O)N2CCc3ccccc3C2)c1,3%,-8%,?,?,-1%,3%,-17,-1%,-0.1%,0%,-12%
COc1ccc(C)cc1NC(=O)CN(C)S(=O)(=O)c1cnc[nH]1,-1%,0%,-1%,14%,-1%,-3%,1,7%,0.1%,-1%,0%
Fc1ccc2nc(N3CCCC3)sc2c1,-8%,-1%,?,?,8%,-5%,8,4%,0.2%,13%,0%
N#CC1=C(N)Oc2cc(N)ccc2C1c1cccc(Br)c1 (configuration not stated),8%,-2%,?,-25%,1%,-2%,7,-4%,-1.0%,0%,?
COc1ccc(-c2c(-c3cc(OC)cc(OC)c3)sc3ccc(OC)cc23)cc1,.,-7%,2%,?,6%,-2%,1,13%,-0.2%,5%,12%
COc1ccc(C/C(C)=N/NC(=S)Nc2ccc(Cl)cc2)cc1,-2%,-1%,?,-4%,3%,-1%,-1,2%,0.0%,0%,0%
CCCc1nc(SCC(=O)N2CCc3ccccc3C2)c2ccccc2n1,8%,-8%,?,-22%,-5%,1%,-11,3%,0.2%,-1%,?
CC(C)(C)c1ccc(COC(=O)CN2C(=O)NC3(CCCC3)C2=O)cc1,5%,-11%,-4%,0%,1%,-10%,-19,3%,0.4%,1%,7%
CC1CCCC(NC(=O)CCNC(=O)c2ccc(Br)cc2)C1C (configuration not stated),-9%,-4%,-11%,1%,1%,-1%,-7,-1%,-0.4%,1%,0%
CC1=CC(c2ccccc2)n2nnnc2N1 (configuration not stated),7%,-2%,2%,-8%,4%,1%,-8,1%,-0.9%,0%,0%
Cc1ccccc1OCCSc1nnc(C)n1-c1ccccc1,1%,-2%,?,?,0%,6%,10,8%,0.1%,2%,.
CC(=O)N(c1cccc(Br)c1)C1C=CS(=O)(=O)C1 (configuration not stated),0%,-3%,-9%,-6%,-19%,0%,-3,-3%,-0.6%,0%,7%
COc1cc(NC(=S)Nc2ccccn2)c(OC)cc1Cl,0%,-1%,1%,21%,5%,8%,-4,16%,0.0%,0%,-7%
COc1ccc(S(=O)(=O)NCCC(=O)NC2CCCCC2C)cc1[N+](=O)[O-] (configuration not stated),.,-2%,-1%,-4%,0%,-20%,3,3%[46.1 µM],-0.4%,4%,4%
CCN(CC(=O)NCc1ccc(Cl)cc1)C(=O)COc1cccc(C(F)(F)F)c1,4%,-4%,1%,-11%,-3%,0%,3,2%,0.1%,-1%,6%
O=C(COC(=O)C1CCN(S(=O)(=O)c2cccc3cccnc23)CC1)c1ccc(F)cc1,3%,0%,9%,1%,0%,-6%,-2,-2%,-0.2%,-3%,-3%
O=C(Nc1ccc2c(c1)CCCN2C(=O)c1ccco1)c1cc([N+](=O)[O-])ccc1Cl,8%,-2%,?,?,-6%,6%,-1,0%,0.0%,1%,?
O=C1C2C3c4ccccc4C(c4ccccc43)C2C(=O)N1Cc1cccnc1 (configuration not stated),1%,-5%,-1%,-3%,-14%,-2%,39,-3%,-0.3%,1%,3%
NC(=O)/C(=C\c1ccncc1)c1cccc2ccccc12,-3%,-9%,7%,-12%,6%,0%,-5,-3%,-0.3%,2%,11%
O=C(c1ccc(F)cc1)c1ccc(-c2ccc(F)cc2)nc1,0%,-1%,?,?,-6%,-2%,-12,4%,0.5%,1%,5%
COc1cc(C)c(CN2CCN(C(C)C(=O)NC(C)c3ccccc3)CC2)cc1OC (configuration not stated),5%,-1%,4%,-1%,6%,0%,9,6%,0.1%,0%,2%
CCN1C(=O)c2ccccc2S(=O)c2ccc(C(=O)N3CCCCCC3)cc21 (configuration not stated),2%,1%,?,2%,-11%,2%,13,-6%,0.1%,-1%,?
O=C(Nc1nc2c(Cl)cccc2s1)c1ccc([N+](=O)[O-])o1,-11%,0%,?,?,0%,2%,-19,-5%,0.1%,4%,-11%
CCCCn1c(=O)[nH]c(=O)c2c1nc(-c1cccc(OC)c1)n2C,-1%,2%,0%,?,9%,-6%,-8,3%,-1.4%,2%,-1%
CC1CC(C)CN(CC(=O)NCCc2ccc(S(N)(=O)=O)cc2)C1 (configuration not stated),-3%,-2%,6%,7%,23%,0%,6,6%,0.0%,2%,0%
Cc1nc2cc(-c3cccc(F)c3)nn2c(C)c1CCC(=O)NC(C)CCc1ccco1 (configuration not stated),18%,-4%,.,?,5%,-2%,-13,4%,0.3%,-5%,-9%
CN(C(=O)COC(=O)c1ccc(-c2ccc(O)cc2)cc1)C1CCS(=O)(=O)C1 (configuration not stated),-1%,0%,3%,?,5%,7%,-2,-1%,0.4%,0%,-4%
Cc1ccc(C(=O)NCC(=O)OC(C)C(=O)NCCC2=CCCCC2)cc1C (configuration not stated),0%,1%,?,4%,-1%,6%,-9,10%[46.1 µM],-0.5%,5%,0%
COc1ccc(-c2nnc(-c3cc(OC)c(OC)c(OC)c3)o2)cc1OC,8%,-3%,?,23µM*,-4%,3%,-21,7%[46.1 µM],-0.6%,1%,-2%

# Compounds as they come; overall some 3% were active at least once.
